PV pol inh: poliovirus RdRp elongation inhibitors, primary screen, biochemical, fluorescence polarization, total intensity; Genome polyprotein (Poliovirus type 1 (strain Mahoney)), P03300; poliovirus polymerase elongation; hits give low values; % elongation, % (compound at 16.7 µg/mL); 150,000 tested, 0.66% active; AID 588519, 2011; in the data active = % elongation below about 90%; also: some results filed as inactive read as strong as hits
Target sequence (P03300 1749-2209 limits assumed): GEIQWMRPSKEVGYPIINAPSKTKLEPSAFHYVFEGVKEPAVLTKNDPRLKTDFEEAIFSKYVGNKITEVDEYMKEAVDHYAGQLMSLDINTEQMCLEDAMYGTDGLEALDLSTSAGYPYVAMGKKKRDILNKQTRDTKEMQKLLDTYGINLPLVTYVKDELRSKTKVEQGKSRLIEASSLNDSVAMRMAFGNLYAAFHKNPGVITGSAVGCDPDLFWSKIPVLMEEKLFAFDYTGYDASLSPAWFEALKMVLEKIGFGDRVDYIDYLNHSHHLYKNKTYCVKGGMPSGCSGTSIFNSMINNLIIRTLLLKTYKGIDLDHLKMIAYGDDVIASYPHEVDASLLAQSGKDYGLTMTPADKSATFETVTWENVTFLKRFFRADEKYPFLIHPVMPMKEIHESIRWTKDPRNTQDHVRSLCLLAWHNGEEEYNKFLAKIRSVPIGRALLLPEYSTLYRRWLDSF
PV pol inh FP z-score: recorded beside PV pol inh, whose call it bears; z-score; measured here: FP z-score; hits read low
Active calls of the source: *; & = joins results of further samples.

SMILES | PV pol inh | PV pol inh FP z-score
Cc1ccc(CS(=O)Cc2ccc(C(=O)NCC(C)c3ccccc3)o2)cc1 (configuration not stated) | 101 | -0.4
N#CCCn1nc(-c2ccccc2)c2c1Nc1ccccc1NC2c1ccc(F)cc1 (configuration not stated) | 103 | 0.3
Oc1ccc(/C=N/c2nccs2)cc1 | 104 | 0.1
CC(C)NC(=O)CSc1nc2ccccc2nc1N1CCCCC1 | 100 | -1.5
NS(=O)(=O)c1ccc(CCNC(=O)CCn2c(=O)c3cccn3c3cccnc32)cc1 | 111 | 0.7
CCc1ccc(NC(=O)CCS(=O)(=O)c2ccc(Br)cc2)cc1 | 104 | 0.9
CCOc1cc2c(cc1/C=C(\C#N)c1ccc(C(F)(F)F)cc1)OCO2 | 103 | 0.6
Cc1ccc(-n2c(/C=C/c3ccc(Br)s3)nc3ccccc3c2=O)cc1 | 113 | 1.1
CCNC(=O)/C(=N\O)c1ccccc1 | 102 | 0.1
NC(=O)/C=C\c1cn(-c2ccccc2)nc1-c1ccc2c(c1)OCCO2 | 99 | -1.3
CCCCN1C(=O)C(NC(=O)c2ccc(C(C)(C)C)cc2)(C(F)(F)F)C(C(=O)OC)=C1C (configuration not stated) | 107 | 0.7
CCCCC(=O)Nc1ccccc1CC | 100 | -0.1
CC[n+]1ccc(C)c2ccccc21 | 101 | -0.1
COc1cc2c(cc1OC)C(Nc1nc(-c3ccccc3)cs1)=NC(C)(C)C2 | 101 | 0
CCCn1c(SCn2nnc3ccccc3c2=O)n[nH]c1=O | 105 | 0.2

SMILES | PV pol inh | PV pol inh FP z-score
O=C(C1CCCN(S(=O)(=O)c2ccccc2)C1)N1CCN(c2ccc(F)cc2)CC1 (configuration not stated) | 101 | 0.6
COC(=O)c1ccc(NC(=O)c2ccc(Cl)cc2)s1 | 101 | 0.1
N#CC(C#N)=Cc1ccc(Sc2ccccc2)o1 | 101 | -0.2
CCCCn1c(N)c(N(C)C(=O)CSc2nnc(-c3ccco3)n2CC)c(=O)[nH]c1=O | 103 | -1.1
CC(CNC(=O)CC1=NS(=O)(=O)c2ccccc2N1)c1ccccc1 (configuration not stated) | 106 | 2.3
Cc1ccc(-c2cccc(N)c2)o1 | 102 | 0.2
CCOC(=O)N1CCC(=NNC(=O)CSc2nnc(-c3ccccc3)n2-c2ccccc2)CC1 | 107 | 0.4
CC(C)C1=C2CCCCC2NC(=O)N1 (configuration not stated) | 99 | -0.4
O=C(Cc1cccc2ccccc12)N(Cc1nnc(-c2ccccc2Cl)o1)C1CC1 | 104 | -0.1
O=C(Oc1cccnc1)c1cccc(Br)c1 | 101 | -0.6
CNC(=O)Nc1cn(C)c2ccccc12 | 96 | -0.1
Cc1cc(C)cc(NC(=O)C2CCN(S(=O)(=O)c3cn(C)cn3)CC2)c1 | 106 | 0
COc1ccc2nc(NC(=O)C3CCCN(S(=O)(=O)c4ccc5c(c4)oc(=O)n5C)C3)sc2c1 (configuration not stated) | 101 | 0.2
CCOC(=O)N1CCC(N2C(=O)c3ccccc3C2O)CC1 (configuration not stated) | 102 | -0.1
CCOc1ccccc1NC(=O)CN1CCN(S(=O)(=O)c2ccc(Br)cc2)CC1 | 100 | -1.8

SMILES | PV pol inh | PV pol inh FP z-score
CCCCc1noc(-c2ccc(OC(=O)c3ccccc3)cc2)n1 | 103 | 0.4
O=C(Nc1ccccc1N1CCCCC1)c1ccc(F)cc1 | 103 | 0.6
O=C1c2ccccc2C(=O)N1CCc1nn2c(-c3cccnc3)nnc2s1 | 100 | -0.6
CCc1ccc(N/N=C(\C#N)C(=O)N2CCN(C)CC2)cc1 | 102 | -0.3
O[C@@H]1[C@@H](O)C=C2CCN3Cc4cc5c(cc4[C@H]1C23)OCO5 (some centres not stated) | 101 | 0.2
COc1ccc(Cl)cc1C(=O)NCc1ccc(C(=O)O)cc1 | 101 | 0.1
N#Cc1ccc(CN2C(=O)NC3(CCCc4ccccc43)C2=O)cc1 (configuration not stated) | 100 | -0.6
O=C(Cc1c(F)cccc1Cl)NCC1CCCO1 (configuration not stated) | 102 | 0.4
CN1CCN(C(=O)c2cc3c(ccc4ccccc43)oc2=O)CC1 | 101 | 0
N#Cc1c(N)nc2c(c1-c1ccc3c(c1)OCO3)CCc1ccccc1-2 | 101 | -0.4
Cc1nc(C(N)=S)cs1 | 104 | -0.1
CCCCNC(=O)c1cccc(OC)c1 | 102 | 0.1
Cc1ccc(-c2nc(CSCC(=O)NC3CC3)c(C)o2)cc1 | 102 | 0.1
O=C(Cn1nnc(-c2ccc(S(=O)(=O)N3CCCC3)cc2)n1)Nc1ccccc1-n1cccc1 | 99 | -0.7
COc1cccc(C2Nc3ccccc3-c3nnc(SCc4ccccc4)nc3O2)c1OC (configuration not stated) | 108 | 1

SMILES | PV pol inh | PV pol inh FP z-score
CSc1ccc(CCNc2ncnc3onc(-c4ccc(Cl)cc4)c23)cc1 | 100 | -0.3
Cc1ccc(NC(=O)C2CCN(C(=O)c3cnn(-c4ccccc4)c3-n3cccc3)CC2)cc1 | 111 | 0.3
COc1ccccc1N1CCN(c2cc(C)nc3nc(-c4ccc(C)cc4)nn23)CC1 | 108 | 0.6
FC(F)(F)c1cccc(-n2cc(-c3ccccc3)c3c(N4CCCCC4)ncnc32)c1 | 111 | 0.7
COc1ccc(-c2ccc(CCC(=O)O)[nH]2)cc1 | 100 | -0.7
CCCCC/C=C\C/C=C\CCCCCCCC(=O)NCCO | 103&99 | 0.6&-0.2
O=C(NCCc1ccccc1)C1=CC=CN2CCS(=O)(=O)N=C12 | 105 | 0.2
CN(C)c1ccc(C(CNC(=O)c2ccccc2Cl)N2CCc3ccccc32)cc1 (configuration not stated) | 103 | -0.4
O=C(/C=C/c1ccco1)NCCSc1ncc(-c2ccc(F)cc2)[nH]1 | 105 | 1.1
O=C(N1CCOCC1)C(F)(F)C(F)(F)C(F)(F)F | 100 | 0.1
Nc1cccc(C(=O)OC2CSC2)c1 | 95 | -0.8
Cc1cc(Nc2ccc(Br)cc2)n2nc(-c3ccccc3C)nc2n1 | 105 | -0.2
CC(=O)OCC1=C(C(=O)O)N2C(=O)[C@@H](NC(=O)Cc3cccs3)[C@H]2SC1 | 103&102 | 0.4&0.6
N#Cc1c(NC(=O)COC(=O)c2cccs2)sc2c1CCC2 | 101 | -0.1
COc1cccc(NC(=O)C2=C(C)C(=O)OC23CCN(C(C)=O)CC3)c1 | 106 | -0.3

SMILES | PV pol inh | PV pol inh FP z-score
C=CCNCCOc1ccc(Cl)cc1C(C)(C)C | 101 | 0.3
O=S(=O)(c1ccccc1)N1CCC(c2ccncc2)CC1 | 104 | -0.7
CC(NC(=O)c1ccc2c(c1)CCN2S(=O)(=O)c1ccccc1)c1ccccc1 (configuration not stated) | 106 | 0.1
O=C(C1CC(c2ccc(F)cc2)=NO1)N1CCCc2ccccc21 (configuration not stated) | 103 | 0.5
Cc1c(C2=NNC(O)(C(F)(F)F)C2)sc2ccccc12 (configuration not stated) | 99 | -1.2
O=C(CN1C(=O)CCSc2ccccc21)Nc1ccccc1 | 101 | 0.1
Cc1ccc(S(=O)(=O)N2CCN(C(=O)c3ccc(Br)o3)CC2)cc1 | 101 | -0.3
Oc1ccc(C23CC4CC(CC(C4)C2)C3)cc1O | 102 | 0.1
CCOC(=O)c1c(NC(=O)COC(=O)C2CC(=O)N(Cc3ccco3)C2)sc(C(=O)NC)c1C (configuration not stated) | 99 | -0.4
CCC(=O)[C@@]1(C)[C@H](C)C[C@H]2[C@@H]3CCC4=CC(=O)C=C[C@]4(C)[C@H]3[C@@H](O)C[C@@]21C | 99 | -0.3
Cc1cccc(OCC(=O)Nc2nnc(S(=O)(=O)N3CCc4ccccc43)s2)c1 | 113 | 1.2
COc1cccc(NC(=O)C2CCN(c3nn4cc(-c5ccc(F)cc5)nc4s3)CC2)c1 | 101 | -1.4
CC(C)c1cnc2c(c1SCC(=O)Nc1cccc([N+](=O)[O-])c1)c(=O)n(C)c(=O)n2C | 110 | 0.4
COC(=O)c1cc(-c2ccc(OC)c(OC)c2)nc2c1cnn2C(C)C | 99 | -0.5
CCCCN(CC)c1cn[nH]c(=O)c1Cl | 100 | -0.6

SMILES | PV pol inh | PV pol inh FP z-score
COc1ccc(CCNC(=O)Cn2c(=O)n(-c3ccc(OC)c(OC)c3)c(=O)c3ccccc32)cc1OC | 103 | -0.8
Cc1cccn2c(=O)c(/C=C(\C#N)C(=O)N3CCOCC3)c(Oc3ccccc3)nc12 | 101 | 0.1
COC(=O)c1ccc2c(=O)n(CCC3=CCCCC3)c(SCC(=O)C(C)(C)C)nc2c1 | 105 | 0.7
COc1ccc(-c2nc3sc(CCNC(=O)c4ccco4)c(C)n3n2)cc1 | 103 | -0.9
Cc1ccc(S(=O)(=O)Cc2csc(N)n2)cc1 | 102 | 0.2
O=C(CN1CCOCC1)Nc1ccccc1 | 100 | 0.2
CC(OC(=O)c1ccc(NC(=O)CC#N)cc1)C(=O)Nc1ccccc1 (configuration not stated) | 104 | 0.2
O=C1Nc2c(c(=O)[nH]c(=O)n2-c2ccccc2)C1(NS(=O)(=O)c1ccc(Cl)cc1)C(F)(F)F (configuration not stated) | 107 | 0.6
CCN(CC)C(=O)Cn1cnc2sc(C(=O)N3CCN(c4ccc(F)cc4)CC3)c(C)c2c1=O | 107 | 1.8
Cc1ccc(CNC(=O)c2cc3c(=O)[nH]c4ccccc4c3n2C)cc1 | 99 | -0.5
CCn1nc(CC(=O)Nc2nnc(CC(=O)N3CCCC3)s2)c2ccccc2c1=O | 100 | -0.2
CC(C)(C)CC(C)(C)N1CNC(=S)NC1 | 90 | -2.1
O=C(O)CN1CCc2ccccc2C1 | 101 | -0.2
COc1ccc(OC)c(NC(=O)CSc2nnc(NC(=O)C3CC3)s2)c1 | 103 | 0.3
CCN1CCSc2ccc(C(=O)NCc3ccccn3)cc21 | 103 | -0.1

SMILES | PV pol inh | PV pol inh FP z-score
Cc1ccc(C(=O)OCC(=O)N2CCCC2)cc1 | 103 | 0.6
COCC(C)n1c(COc2ccccc2F)nnc1SCC(=O)c1ccc2c(c1)NC(=O)CO2 (configuration not stated) | 109 | 0.8
CCN1CCN(C(=O)c2nc(-c3ccc(C)cc3)n3c2CCCCC3)CC1 | 100 | -0.9
CC(C)n1c(=N)c(C(=O)NCc2cccnc2)cc2c(=O)n3ccccc3nc21 | 107 | 0.6
CC(C)(C)NC1C=C(c2ccccc2)Sc2nc(-c3ccccc3)cn21 (configuration not stated) | 102 | 0.2
O=C(/C=C/C(=O)N1CCCc2ccccc21)N1CCN(c2ccc(F)cc2)CC1 | 104 | 0.2
N#Cc1ccc(C(=O)OCC(=O)NCc2ccccc2)cc1 | 101 | -0.1
CCN(C1=NS(=O)(=O)c2ccccc21)N(CC)S(=O)(=O)c1ccc(C)cc1 | 104 | 0.7
O=c1cc(-c2ccncc2)oc2ccccc12 | 101 | 0.1
O=C(CSc1nc2ccccc2nc1Cc1ccc(Cl)cc1)N1CCN(c2ccccc2)CC1 | 103 | -0.7
O=C(c1ccc(F)cc1)N(C(=O)c1ccc(F)cc1)c1ncccn1 | 104 | 0.3
O=C(CSc1ncccc1C(=O)NCC1COc2ccccc2O1)Nc1ccc2c(c1)OCO2 (configuration not stated) | 106 | 0.1
O=S(=O)(Nc1nc2ccccc2nc1Cl)c1ccccc1 | 102 | -0.1
O=C(/C=C/c1ccco1)OCC1CCCN2CCCCC12 (configuration not stated) | 104 | 0.9
CN(C)c1ccc(-c2nc3c4ccccc4c4ccccc4c3n2C)cc1 | 103 | 0.3

One compound at a time, from the list above. Values in the order: PV pol inh	PV pol inh FP z-score
Entry for Cc1ccc(-n2c(/C=C/c3ccc(Br)s3)nc3ccccc3c2=O)cc1 = 113	1.1
Entry for O=C(N1CCOCC1)C(F)(F)C(F)(F)C(F)(F)F = 100	0.1
Entry for COc1ccc(-c2nc3sc(CCNC(=O)c4ccco4)c(C)n3n2)cc1 = 103	-0.9
Entry for O=C(O)CN1CCc2ccccc2C1 = 101	-0.2
Entry for NS(=O)(=O)c1ccc(CCNC(=O)CCn2c(=O)c3cccn3c3cccnc32)cc1 = 111	0.7

(next part)
SMILES | PV pol inh | PV pol inh FP z-score
Cc1cc(C)nc(/N=C(/NC(=O)c2ccccc2)N2CCC(C(N)=O)CC2)n1 | 104 | 0.3
CC(O)CNCc1cccc2ccccc12 (configuration not stated) | 106 | 0.3
COc1ccccc1C(=O)OCC(=O)NC1CCCC1 | 104 | 0.9
O=C(Cn1c(=O)oc2ccccc21)OCC(=O)N(C1=CCCCC1)C1CC1 | 104 | 0.2
Cc1cccc(N2CCN(C3(c4ccccc4)C(=O)c4ccccc4C3=O)CC2)c1C | 114 | 0.8
O=C(c1c[nH]c2c(F)cccc2c1=O)N1CCNCC1 | 104 | 0.8
COCc1cc(C)nc2sc(C(=O)OC)c(-n3cccc3)c12 | 102 | -0.3
Oc1ccccc1-c1cc(C(F)(F)F)nc(-c2ccccc2)n1 | 101 | -0.1
CN/N=C/c1cc2cc(OC)ccc2nc1Cl | 100 | -0.4
O=C1OC2(CCCC2)OC(=O)C1=Cc1ccc(OCc2ccccc2)cc1 | 97 | -0.5
CCCCOC(=O)c1cc(O)c(O)c(O)c1 | 101 | 0.6
Cn1ccnc1SCC(=O)N1CCc2ccccc21 | 101 | 0
CC(C)OCCCNC(=O)CSc1c2c(nc3ccc(Cl)cc13)CCCC2 | 102 | -0.4
CCOC(=O)C1CCN(C(=O)Cn2cc(C(F)(F)F)cc(Cl)c2=O)CC1 | 102 | -0.1
O=C(CS(=O)(=O)c1cccc2nsnc12)NCc1ccccc1Cl | 112 | 1.1

SMILES | PV pol inh | PV pol inh FP z-score
Fc1ccc(-c2ccc(CNCCSc3nnnn3-c3ccccc3)o2)cc1Cl | 99 | -1.8
O=C(Cc1cccc2ccccc12)NC1CC1 | 100 | -0.1
COC(=O)C1=C(C)N(C(C)C)C(=O)C1(NC(=O)c1ccc(C(C)(C)C)cc1)C(F)(F)F (configuration not stated) | 105 | 0
COc1ccc(-c2nc3n(n2)C(c2cccc(C)c2)C(C(N)=O)=C(C)N3)cc1OC (configuration not stated) | 108 | 0.8
CSc1ccc(CCNC(=O)Cn2ncc3c(=O)oc4ccccc4c32)cc1 | 110 | 0.6
Cc1cc(C)nc(NOCc2ccccc2)n1 | 102 | 1
O=C(CSc1ccccn1)Nc1c(C(=O)C2CC2)oc2ccccc12 | 99 | -0.4
O=C1CC(c2c(F)cccc2Cl)c2c(c3ccccc3oc2=O)O1 (configuration not stated) | 106 | 0.4

This is a subset (hit frequency here may not be typical).
